# Source: PubChem (several laboratories)
# zfTRPN1 agonist = agonists of zebrafish TRPN1 channel. activation, % at 3 µM. actives 0.18% (n = 220,000). HEK293 zebrafish TRPN1-YFP, Fluo-8 calcium fluorescence; 100% = response to 87 µM carbachol;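 active = activation above its plate's cutoff, the mean activation of test wells on that plate plus 3 SD, cut at about 19% in these data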;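 note: 0% = DMSO alone and 100% = 87 µM carbachol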
#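 Material – zebrafish TRPN1-YFP in HEK293 cells · Doses – 3 µM single point · Schedule – dye 1 h 37 °C plus 30 min RT · Signal – Fluo-8 calcium fluorescence, excitation 470-495 nm, emission 515-575 nm · Read-out – % activation versus carbachol response · Control set – carbachol high, DMSO low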
# PGE2 EP2 inh = blocks the human prostaglandin E2 receptor EP2. C6 glioma cells expressing human EP2, cAMP TR-FRET; cells stimulated with saturating PGE2. inhibition, % at 25 µM. actives 0.52% (n = 260,000). AID 1422;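 active = percent inhibition above 40 after rounding to a whole number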;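 note: rat C6 glioma host cells with rolipram phosphodiesterase inhibitor present; the protocol text gives 20 µM as final concentration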
# EP2 modulator = modulates human prostaglandin E2 receptor EP2 signaling; induction, % at 25 µM; actives 0.83% (n = 260,000); EP2-expressing cells, cAMP HTRF FRET, PGE2 co-stimulation;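 active = compounds whose cAMP rise, as percent of the full-agonist control response, exceeds 60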;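 note: rat C6 glioma line stably carrying human EP2 under a CMV promoter; the protocol text gives 20 µM as final concentration; 100% = response of wells given 1 µM PGE2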
# NPY Y1 blocker = blocks the human neuropeptide Y Y1 receptor | P25929 | HEK293-CNG Y1 cells, membrane potential fluorescence; NPY at EC95, then isoproterenol | inhibition, % at 3.6 µM | actives 1% (n = 200,000);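 active = inhibition above the campaign mean inhibition of all tested compounds plus 3 SD, cut at about 20% in these data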;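 note: 0% = DMSO wells given NPY plus isoproterenol and 100% = isoproterenol alone without NPY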
# Target sequence (P25929 whole entry, looked up): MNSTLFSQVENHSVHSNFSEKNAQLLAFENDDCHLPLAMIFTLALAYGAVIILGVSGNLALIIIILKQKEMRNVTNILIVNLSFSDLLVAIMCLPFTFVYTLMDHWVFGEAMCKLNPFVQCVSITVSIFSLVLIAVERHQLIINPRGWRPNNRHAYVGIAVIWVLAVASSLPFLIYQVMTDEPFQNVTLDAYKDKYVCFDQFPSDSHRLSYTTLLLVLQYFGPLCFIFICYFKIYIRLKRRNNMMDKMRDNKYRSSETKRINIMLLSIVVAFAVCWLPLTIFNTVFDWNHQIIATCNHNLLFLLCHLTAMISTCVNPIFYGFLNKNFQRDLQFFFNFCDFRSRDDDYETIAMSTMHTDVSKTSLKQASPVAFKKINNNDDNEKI
#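 Assay system: HEK293 Y1/CNG channel cell line; Doses: single compound dose of 3.6 µM, 0.4% DMSO; Timing: dye 3 h, compound 60 min room temperature, stimulation 45 min; Technique: Membrane-potential fluorescent dye readout; Measure: % inhibition of NPY effect.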
# PPC-1+TRAIL kill = kills PPC-1 cancer cells in the presence of TRAIL; PPC-1 cells + TRAIL, ATPLite viability luminescence; cell killing (% activity), % at 4 µM; actives 0.41% (n = 220,000);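 active = cell killing above 50% in the first pass at 4 µM, then a duplicate retest at 5 µM averaging 50% or more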;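 note: plate controls were cells with TRAIL plus DMSO for no effect and medium-only wells lacking cells for full effect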
# NPY-Y1 PAM-ag = potentiators or agonists of human neuropeptide Y receptor Y1. P25929. NPY-Y1 expressing cells, potentiator/agonist activation. activation, % at 3.6 µM. actives 0.37% (n = 220,000). AID 1304; in the data active = activation above about 33%, passing the limit was not always enough;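 note: cells stimulated with NPY at EC10 then isoproterenol at EC100; 0% = low agonist plus stimulus and 100% = saturating agonist plus stimulus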
# 14-3-3 Bad PPI = disrupts binding of bovine 14-3-3 zeta to phospho-Bad peptide; actives 0.71% (n = 220,000); inhibition, % at 21.7 µM; TR-FRET 14-3-3zeta/Dy647-pBad peptide displacement, 1 h; P63103;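 active = inhibition above about 70%, limit read from the data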;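 note: 0% = full 14-3-3 plus peptide FRET controls and 100% = background without 14-3-3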
# CHOP inh = blocks CHOP induction under ER stress. CHO-K1 CHOP-promoter luciferase, tunicamycin-induced, 15-18 h. inhibition, % at 10 µM. actives 3.8% (n = 220,000). AID 2732;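 active = compounds that reduced the stress-induced luciferase reporter signal by more than about 70% of percent inhibition, limit read from the data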;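 note: 0% = tunicamycin plus vehicle and 100% = wells without tunicamycin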
# TRPML3 agonist = agonists of human TRPML3 channel; Q8TDD5; HEK293 TRPML3-YFP, Fluo-8 calcium fluorescence; 100% = the carbachol control signal; activation, % at 3 µM; actives 0.29% (n = 220,000);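 active = activation above its plate's cutoff, the mean activation of the plate's test wells plus 3 SD, cut at about 12% in these data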;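 note: 0% = DMSO only wells and 100% = carbachol wells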
# Target sequence (Q8TDD5 whole entry, looked up): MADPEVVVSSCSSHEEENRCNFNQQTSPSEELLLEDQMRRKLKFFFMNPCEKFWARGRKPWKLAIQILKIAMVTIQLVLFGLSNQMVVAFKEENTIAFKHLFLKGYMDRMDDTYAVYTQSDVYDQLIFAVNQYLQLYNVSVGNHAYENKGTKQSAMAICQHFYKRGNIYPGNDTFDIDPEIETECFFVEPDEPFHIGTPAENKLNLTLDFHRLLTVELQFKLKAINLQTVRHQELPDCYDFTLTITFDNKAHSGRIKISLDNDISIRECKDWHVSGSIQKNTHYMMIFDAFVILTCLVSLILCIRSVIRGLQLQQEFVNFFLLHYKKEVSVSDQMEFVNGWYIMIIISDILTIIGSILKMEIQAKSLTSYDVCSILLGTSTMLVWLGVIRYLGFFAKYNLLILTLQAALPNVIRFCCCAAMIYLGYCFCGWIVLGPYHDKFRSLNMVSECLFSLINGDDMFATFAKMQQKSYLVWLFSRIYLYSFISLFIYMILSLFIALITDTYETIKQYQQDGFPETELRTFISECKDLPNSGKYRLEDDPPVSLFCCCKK
#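 Material: TRPML3-YFP stable HEK293 cells | Dosing: One concentration, 3 µM nominal, 0.3% DMSO | Timing: 125 s total fluorescence read per well | Technique: Fluo-8 calcium dye fluorescence, ex 470-495, em 515-575 nm | Measure: Percent activation from peak-to-basal fluorescence ratio, scaled between DMSO and carbachol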
# Starred values were filed as active, the others as inactive; x = not tested or not shown; & = joins results of further samples; [ ] = another dose, or the depositor's remark. Not all compounds are listed; count on the stated rates, not on these rows.
SMILES | zfTRPN1 agonist | PGE2 EP2 inh | EP2 modulator | NPY Y1 blocker | PPC-1+TRAIL kill | NPY-Y1 PAM-ag | 14-3-3 Bad PPI | CHOP inh | TRPML3 agonist
O=c1[nH]nc(Cc2ccc(Cl)cc2Cl)c2ccccc12 | -0.3 | 19 | 32 | 8 | 24 | 5 | 3 | 80* | 0.2
COc1cc(NC(=O)CSCc2cnn(-c3ccccc3)c2-n2cccc2)cc(OC)c1 | -1.7 | 18 | 26 | 1 | 15 | -9 | 2 | 15 | -0.1
O=C(O)CCCCCN1C(=O)/C(=C/c2ccncc2)SC1=S | 1.3 | 6 | -8 | 5 | -1 | 0 | 2 | 27 | 0.6
COc1ccc(-c2cc(C(=O)Nc3ccc(S(=O)(=O)Nc4onc(C)c4C)cc3)c3ccccc3n2)cc1 | 0.9 | 10 | -4 | x | 14 | 5 | 7 | 17 | 0.8
CCNC(=O)COC(=O)CNC(=O)c1cc(Cl)cc([N+](=O)[O-])c1 | -0.8 | 11 | 12 | -3 | 31 | 7 | -7[fluorescence artefact?] | 21 | 0.8
Cc1ccc(S(=O)(=O)N2CCC(C(=O)NCCN3CCCCCC3)CC2)cc1 | 0.5 | 8 | 17 | 14 | 8 | 5 | 13 | 14 | 1.0
CC(C)(C)c1csc(CS(=O)(=O)c2ccccn2)n1 | 0.0 | 4 | -18 | x | -22 | 29 | 0 | -16 | 0.4
CC(/C=N/NC(=O)C(O)c1ccccc1)=C\c1ccccc1 (configuration not stated) | -1.2 | 4 | -7 | -4 | -8 | 15 | -8 | 32 | -0.6
COCCNC(=S)N1CCC(NC(=O)C23CC4CC(CC(C4)C2)C3)CC1 | 1.1 | 6 | -11 | -5 | 6 | 5 | -1 | 9 | 0.6
Cc1ccc(S(=O)(=O)N/N=C/c2c[nH]c3ccccc23)cc1 | 2.3 | 6 | -49 | 0 | 22 | -36 | -7 | 22 | 0.7
Cc1ccc(O)c(N=Cc2cccs2)c1 | 2.0 | 4 | 14 | 0 | 10 | 6 | -3 | 14 | 0.4
Cc1cn(CC2COC(C)(C)O2)c(=O)[nH]c1=O (configuration not stated) | 1.0 | 10 | 22 | -2 | 1 | 0 | 4 | 11 | 0.2
CCN(CC)CCn1cnc2c([nH]c3cccc(OC)c32)c1=O | -0.5 | 10 | 4 | 11 | 0 | -18 | 3 | -8 | 0.1
O=C(/C=C/c1cccc([N+](=O)[O-])c1)NCCSCc1ccco1 | -0.8 | 11 | -85 | 2 | 32 | 2 | -15 | 36 | -0.4
O=c1[nH]c(/C(Cl)=C/c2cc(Cl)ccc2O)nc2cc(Cl)ccc12 | 1.4 | 15 | -103 | -7 | 2 | 23 | -11 | 100* | 1.3
CCOC(=O)C1(CCOc2ccccc2)CCN(Cc2cccn2-c2cccnc2)CC1 | -2.2 | 7 | 15 | 4 | 15 | 13 | -14 | 10 | 11
Cc1ccc(NS(=O)(=O)c2ccc(CCC(=O)N3CCOCC3)cc2)cc1 | 1.0 | 8 | 19 | 1 | 33 | -3 | 7 | 11 | 0.2
O=c1cc(N2CCCCC2)nc2n1CCCS2 | -1.0 | 7 | 16 | -3 | 18 | 14 | 1 | 24 | 0.2
Cc1ccccc1-n1nc(C)c(N=O)c1N | -0.1 | 7 | -14 | 3 | 22 | -3 | -1 | 5 | 0.9
COc1ccc(CNC(=O)CCCn2nc([N+](=O)[O-])cc2C)cc1 | 1.6 | 2 | 13 | -2 | 8 | 12 | -4 | 3 | 0.1
O=C(CN1CCCN(S(=O)(=O)c2ccc(F)cc2)CC1)Nc1ccccc1Br | -1.9 | 14 | -9 | 4 | 27 | -18 | 1 | 32 | 1.7
CCOc1ccc(NC(=S)Nc2ccc(C)c([N+](=O)[O-])c2)cc1 | 1.5 | 7 | 9 | 4 | -10 | -15 | -1 | 70* | 1.4
O=S(=O)(c1cccc2cccnc12)n1cnc2ccccc21 | -0.8 | 21 | 30 | -1 | -14 | 16 | 1 | 11 | 0.5
Cc1cc(C)n(-c2nncc(-c3ccccc3)n2)n1 | -1.1 | 3 | 10 | 3 | -1 | 9 | 4 | 29 | 0.1
CCn1c(SCC(=O)Nc2ccc(S(N)(=O)=O)cc2)nnc1-c1ccccc1OC | 0.5 | 13 | 20 | -10 | -5 | 5 | -3[fluorescence artefact?] | 17 | -0.4
COC(=O)COc1cccc(NC(=O)c2ccc(C)cc2)c1 | 0.1 | 5 | 8 | 2 | 11 | 6 | 2 | -30 | -0.7
CC(C)CCSc1nc2ccccc2[nH]1 | -0.8 | 8 | -24 | -2 | 15 | -25 | 0 | -6 | 0.0
CC(C)(C)c1nc(SCC(=O)c2ccccc2)c2ccccc2n1 | 0.4 | 12&3 | 53&33 | -2 | 14 | -18 | 6 | 54 | -0.1
Cc1ccc(-c2cnc(NC(=O)CCC(=O)N(C)Cc3ccccc3)n2C)cc1 | -0.1 | 13 | -31 | 12 | -2 | -10 | 4 | 9 | 0.6
CCc1nnc(N/N=C/c2ccccc2F)n1N | 0.1 | 9 | 16 | 8 | x | -7 | -15 | -10 | 1.6
CCOc1ccc(N(CC(=O)Nc2cccc(C)c2C)S(=O)(=O)c2c(C)[nH]c(=O)[nH]c2=O)cc1 | 1.4 | 7 | -24 | x | 10 | 14 | 3 | -1 | 0.3
CCOC(=O)c1sc(N)c(C#N)c1CSc1nc2ccc(OCC)cc2[nH]1 | -1.9 | 2 | -28 | -1 | 18 | 11 | 0 | 31 | -0.8
Fc1ccc(N2CCN(c3nc(-c4ccco4)cc(C(F)(F)F)n3)CC2)cc1 | 1.4 | 6 | 28 | -1 | -20 | 10 | -7 | 11 | 0.7
O=C(CSc1nnc(-c2ccccc2Br)o1)Nc1cccc2ccccc12 | -1.2 | 6&14 | 2&-65 | 11 | -1 | 11 | 0 | 39 | -0.5
CCOc1cc(CNc2ccc3c(c2)OCCO3)cc(Br)c1OC | -2.0 | 2 | 16 | 17 | -4 | 3 | 2[fluorescence artefact?] | 29 | -0.8
CCCn1c(N)c(C(=O)CSc2nc3ccccc3c(=O)n2-c2ccc(OC)cc2)c(=O)[nH]c1=O | -0.4 | 8 | 11 | -5 | 8 | 3 | 6 | -49 | 0.6
COc1ccccc1NC(=O)Nc1ccc(C(=O)N2CCCCC2)cc1 | 1.0 | 11 | 17 | x | 6 | 7 | -1 | -2 | 0.1
CC(=O)Nc1nn(C)c2nc3cc(C)ccc3cc12 | 1.4 | 11 | -6 | 1 | 10 | 6 | 11 | 27 | -0.1
COc1cc(/C=C2/SC(=S)NC2=O)ccc1OS(=O)(=O)c1ccc(C)cc1 | 4.3 | 6 | -59 | -8 | 5 | 15 | 21[fluorescence artefact?] | 26 | 3.1
COc1ccc(CCNC(=O)Nc2ccccc2[N+](=O)[O-])cc1 | -2.2 | 6 | -76 | 10 | 8 | 7 | -1 | -30 | -0.9
CCOC(=O)c1nn(-c2ccc(Cl)cc2Cl)c(=N)c(C#N)c1C | 0.8 | 1 | -19 | x | 0 | 10 | -8 | -22 | -0.3
CCCC/C(C)=N/NC(=O)C(=O)NCCc1ccccc1 | -1.4 | 16 | 1 | 1 | -33 | -1 | 4[fluorescence artefact?] | 33 | -0.1
CCc1c(C)c2ccc(OCC(=O)OC)cc2oc1=O | 1.9 | 8 | 14 | -1 | 1 | -6 | -4 | 10 | 0.3
Cc1nonc1NC(=O)CSc1nc2c(C)cccc2cc1C#N | 4.3 | 26&20 | 28&-31 | -1 | 10 | -2 | -6 | 8 | 3.4
CN(C)C(=O)CSc1nnc(-c2cccnc2)n1-c1ccccc1 | -0.4 | 8 | -2 | 3 | 18 | -5 | 3[fluorescence artefact?] | -20 | 0.7
CN1CCc2c(sc3nc(SCC(=O)N4CCOCC4)nc(N)c23)C1 | -0.8 | 4 | 25 | -2 | -14 | -7 | 7 | -23 | 0.1
O=C1C(Cc2ccccc2)NC(=S)N1c1ccccc1 (configuration not stated) | 0.5 | 7 | 24 | -2 | -2 | 10 | -3 | -1 | -0.6
CCOCCCNC(=O)C1CCN(S(=O)(=O)N2CC(C)CC(C)C2)CC1 (configuration not stated) | 0.5 | 6 | 6 | 7 | -7 | 19 | 5[fluorescence artefact?] | -11 | 0.0
Cc1ccc(S(=O)(=O)N2CCN(S(=O)(=O)N(C)C)CC2)c(C)c1 | 1.6 | 1 | -22 | 2 | 3 | -1 | -10 | 36 | 1.3
CC(C)CCNC(=O)c1ccc(CSCc2cccc(F)c2)o1 | -1.5 | 9 | -7 | 12 | 17 | -27 | 4 | 90* | -1.3
Nn1c(Cc2cccc3ccccc23)nnc1SCc1ccccc1 | -1.9 | 6 | -7 | 0 | 32 | 7 | -20 | 13 | -0.6
O=S(=O)(Oc1ccccc1N1CCCCC1)c1ccccc1 | -0.8 | 14 | 60 | x | -1 | 11 | 2 | 4 | 13*
C/C(=N\NC(=O)c1nn(C)c(C)c1Br)c1ccc(NC(=O)c2ccoc2C)cc1 | -0.6 | 12 | -20 | 6 | 42 | -6 | 1 | 100* | 0.1
CCN1C(=O)/C(=C2/C=CC=CN2C)SC1=S | -0.3 | 5 | 75* | 0 | 18 | -6 | -21 | 18 | 0.5
O=C(CSc1n[nH]c(-c2cccs2)n1)N1CCN(S(=O)(=O)c2ccccc2)CC1 | -0.4 | 4 | 17 | 2 | 20 | 2 | 5 | -8 | -0.6
Cn1nc(NC(=O)CC(C)(C)CC(=O)O)c2ccccc21 | 1.6 | 9 | 7 | x | 12 | -15 | -1 | 10 | 1.3
CC(=O)CSc1nnc2c3ccccc3nc(C(C)(C)C)n12 | -1.9 | 14 | 61* | -5 | 20 | 10 | -12 | 16 | 0.0
Cc1ccc(NC(=O)COC(=O)/C=C/c2c(C)nn(-c3ccc(F)cc3)c2Cl)cc1F | 0.3 | 2 | 23 | 6 | 6 | 16 | -5 | 48 | 0.6
CC1(C)CC(C(=O)Nc2nccs2)CCO1 (configuration not stated) | -0.3 | 7 | 12 | -1 | 18 | 1 | -4 | 29 | 0.7
O=C1CC(N(O)c2ccccc2)C(=O)N1c1ccc(Cl)c(Cl)c1 (configuration not stated) | 0.3 | 9 | -79 | x | 15 | -8 | 2 | -22 | 0.8
CCC(C)(C)n1nnnc1C(c1ccccn1)N1CCCCC1 (configuration not stated) | -1.7 | 10 | -31 | 5 | 21 | 6 | 5[fluorescence artefact?] | -14 | 0.3
CC(NC(=O)CCc1nnc(-c2ccccc2)o1)c1ccccc1 (configuration not stated) | 0.4 | 2 | -30 | 3 | 28 | -10 | -13 | -44 | 0.9
